# Compound activity deposited in PubChem BioAssay by several laboratories.
# IDE cell inh – human IDE inhibitors in live cells, primary screen, fluorescence polarization, HEK cells, FAbetaB substrate; Insulin-degrading enzyme (Homo sapiens), P14735; inhibition, % at 5.59 µM; hit rate 0.41% among 320,000; FAbetaB cleavage;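 active means percent inhibition above the average of all tested compounds plus 3 SD, set per screening campaign, cut at about 16% in these data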;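 further: IDE supplied by intact live HEK cells; FP after avidin binding of uncleaved biotin substrate so inhibition keeps polarization high; 0% = DMSO wells and 100% = 60 µM reference IDE inhibitor Ii1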
# CRFBP-R2 agonist – agonists of CRF-BP/CRF-R2 complex, primary screen, cell-based, HEK293, calcium dye fluorescence, uHTS. activation, % at 13.2 µM. hit rate 0.46% among 350,000. CRF-binding protein / CRF receptor 2 complex (human). calcium dye fluorescence (FLIPR); percent of saturating CRF peptide response;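 active means activation of at least 50%, plus an integration ratio under a set limit after plate pattern correction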;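 further: plate controls were neutral control wells without compound for no effect and CRF at EC100 for full effect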
# CHRM4 agonist – human M4 muscarinic receptor agonists, primary screen, CHO-K1 cells, Fluo-8 calcium fluorescence; Muscarinic acetylcholine receptor M4 (Homo sapiens), P08173; CHO-K1 hM4/Gqi5; vehicle 0%, full acetylcholine response 100%; activation, % at 3 µM; hit rate 0.14% among 360,000;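 active means activation above the run mean over all test wells plus 3 SD, cut at about 32% in these data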;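 further: peak over basal fluorescence ratio per well then scaled between controls; 0% = DMSO wells and 100% = acetylcholine at EC100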
# Target sequence (P08173 whole entry, looked up): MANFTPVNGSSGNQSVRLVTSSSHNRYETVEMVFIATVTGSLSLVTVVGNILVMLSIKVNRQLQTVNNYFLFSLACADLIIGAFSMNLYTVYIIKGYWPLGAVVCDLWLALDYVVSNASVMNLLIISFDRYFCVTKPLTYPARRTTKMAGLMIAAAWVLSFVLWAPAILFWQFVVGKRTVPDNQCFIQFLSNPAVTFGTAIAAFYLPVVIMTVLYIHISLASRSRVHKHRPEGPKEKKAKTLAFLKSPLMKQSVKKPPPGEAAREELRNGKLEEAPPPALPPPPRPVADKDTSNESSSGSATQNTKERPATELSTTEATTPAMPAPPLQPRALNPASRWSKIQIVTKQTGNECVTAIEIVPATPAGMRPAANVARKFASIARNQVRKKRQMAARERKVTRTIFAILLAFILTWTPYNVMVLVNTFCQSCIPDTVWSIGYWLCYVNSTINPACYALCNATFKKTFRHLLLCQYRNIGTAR
# CRFR2-BP antag – antagonists of CRF-BP/CRF-R2 complex, primary screen, cell-based, HEK293, calcium dye fluorescence, uHTS | CRF-induced calcium fluorescence | inhibition, % at 11.8 µM | hit rate 0.59% among 350,000 | AID 588475, 2011;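 active means inhibition of the ligand-induced calcium signal above about 50% at the single tested concentration, limit read from the data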
# CHRM5 PAM – human M5 muscarinic receptor positive allosteric modulators, primary screen, CHO-K1 cells, Fluo-8 calcium fluorescence; Muscarinic acetylcholine receptor M5 (Homo sapiens), P08912; CHO-K1 hM5, ACh EC20 PAM; 0% = ACh EC20, 100% = ACh EC100; activation, % at 3 µM; hit rate 0.3% among 360,000; AID 624038, 2012;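 active means activation above the run cutoff, the mean activation of all test compounds plus 3 SD, cut at about 18% in these data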
# Target sequence (P08912 whole entry, looked up): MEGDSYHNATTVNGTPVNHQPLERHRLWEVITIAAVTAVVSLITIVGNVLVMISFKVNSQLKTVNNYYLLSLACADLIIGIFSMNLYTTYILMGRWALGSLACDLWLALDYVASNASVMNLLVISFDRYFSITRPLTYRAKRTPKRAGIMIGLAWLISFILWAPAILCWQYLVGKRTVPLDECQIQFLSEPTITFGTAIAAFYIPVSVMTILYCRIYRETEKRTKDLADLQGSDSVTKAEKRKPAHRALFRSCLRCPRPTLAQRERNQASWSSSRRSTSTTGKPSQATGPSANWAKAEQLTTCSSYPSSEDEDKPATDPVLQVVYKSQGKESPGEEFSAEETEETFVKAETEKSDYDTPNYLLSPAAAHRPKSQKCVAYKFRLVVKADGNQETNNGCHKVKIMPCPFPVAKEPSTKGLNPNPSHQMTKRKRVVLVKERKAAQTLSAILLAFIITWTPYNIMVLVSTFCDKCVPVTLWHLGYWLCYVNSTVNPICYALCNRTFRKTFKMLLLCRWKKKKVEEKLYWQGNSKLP
#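 Test system: CHO-K1 hM5 cells / Doses: single-point, 3 µM nominal / Times: Post-acetylcholine fluorescence recording 140 s / Technique: Fluo-8 calcium fluorescence / Measure: Max/basal fluorescence ratio as % of EC20–EC100 ACh window / Benchmarks: low control EC20 acetylcholine (0%), high control EC100 acetylcholine (100%) / Replicates: one well per compound, no replicates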
# M5 ag – human M5 muscarinic receptor agonists, primary screen, CHO-K1 cells, Fluo-8 calcium fluorescence; activation, % at 3 µM; CHO-K1 hM5 cells; 0% DMSO wells, 100% maximal acetylcholine response; Muscarinic acetylcholine receptor M5 (Homo sapiens), P08912; AID 624037, 2012; hit rate 0.19% among 360,000;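 active means activation above the run's mean over test compounds plus 3 SD, cut at about 23% in these data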;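 further: signal is peak over basal fluorescence ratio across the kinetic read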
# CHRM4 PAM – human M4 muscarinic receptor positive allosteric modulators, primary screen, CHO-K1 cells, Fluo-8 calcium fluorescence. hit rate 0.4% among 360,000. AID 624126, 2012. activation, % at 3 µM. CHO-K1 hM4/Gqi5, ACh EC20; 0% = ACh EC20, 100% = maximal ACh. Muscarinic acetylcholine receptor M4 (Homo sapiens), P08173;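 active means activation above its plate's cutoff, the mean activation of sample wells plus 3 SD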; further: some results filed as inactive read as strong as hits
# M4 antag – human M4 muscarinic receptor antagonists, primary screen, CHO cells, Fluo-8 calcium fluorescence | Muscarinic acetylcholine receptor M4 (Homo sapiens), P08173 | CHO-hM4 cells, ACh EC80 | inhibition, % at 3 µM | hit rate 0.73% among 360,000;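 active means inhibition above its plate's cutoff, the mean inhibition of sample wells plus 3 SD, cut at about 27% in these data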;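 further: 0% = acetylcholine EC80 with DMSO and 100% = DMSO without agonist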
# M5 antag – human M5 muscarinic receptor antagonists, primary screen, CHO cells, Fluo-8 calcium fluorescence. inhibition, % at 3 µM. hit rate 0.59% among 360,000. CHO-hM5 cells, ACh EC80. Muscarinic acetylcholine receptor M5 (Homo sapiens), P08912;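 active means inhibition above a per-plate cutoff, the mean of that plate's test compounds plus 3 SD, cut at about 27% in these data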;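 further: 0% = acetylcholine EC80 with DMSO and 100% = DMSO without agonist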
# Starred values were filed as active, the others as inactive; nt = no result given.
1: O=C(Cn1nc(-c2ccc(Cl)cc2)ccc1=O)NCCN1CCOCC1
2: CC(C)CN(C(=O)CCC(=O)OC(C)C(=O)Nc1cccc(C#N)c1)c1c(N)n(CC(C)C)c(=O)[nH]c1=O (configuration not stated)
3: CC(=O)Nc1ccc(S(=O)(=O)N(C)CC(=O)N/N=C/c2cccc(O)c2)cc1
4: COc1ccccc1N1CCN(/N=C\C(Br)=C\c2ccccc2)CC1
5: CCOc1ccc(-c2cc(CCCC(=O)NCc3ccco3)no2)cc1
assay / entry	1	2	3	4	5
IDE cell inh	-1	0	-12	3	0
CRFBP-R2 agonist	0.4	0.8	-0.8	-0.3	-7.2
CHRM4 agonist	0	1	1	13	6
CRFR2-BP antag	6	0	9	-4	27
CHRM5 PAM	-2	2	-3	-7	-7
M5 ag	0	1	0	-2	1
CHRM4 PAM	7	9	-4	3	-6
M4 antag	-8	-9	10	-10	-1
M5 antag	0	0	10	7	-3

6: O=C(OCC(=O)N1CCN(c2ccccc2)CC1)c1ccc2ncsc2c1
7: Cc1cc(Br)ccc1NC(=O)CN(C)C(=O)CNC(=O)Cc1ccccc1
8: CC(=O)c1cc(C#N)c(SCC(=O)C(C)(C)C)nc1C
9: C=C(C)C1CC=C(CN2CCC(C(=O)OCC)CC2)CC1 (configuration not stated)
10: CCC(=O)N1c2ccc(S(=O)(=O)CCC(=O)Nc3nccs3)cc2CC1C (configuration not stated)
assay / entry	6	7	8	9	10
IDE cell inh	-2	-2	6	-1	1
CRFBP-R2 agonist	-0.7	-1.3	3.8	5.5	-0.4
CHRM4 agonist	3	0	1	2	0
CRFR2-BP antag	11	30	2	9	-19
CHRM5 PAM	3	1	2	-11	14
M5 ag	0	0	-2	-10	-1
CHRM4 PAM	6	6	-12	-13	-1
M4 antag	-5	-5	-6	7	-5
M5 antag	-11	0	-7	5	-8

11: O=C1CSC(c2cccc([N+](=O)[O-])c2)N1CCN1CCCCC1 (configuration not stated)
12: COCCOC(=O)c1[nH]c2c(c1C)C(=O)CC(c1ccc(OC)cc1)C2 (configuration not stated)
13: COc1cc(Cn2c3ccc(NC(=O)CCc4ccccc4)cc3c(=O)n2C)ccc1F
14: C=CCOc1ccc(/C=C/C(=O)OCC(=O)N(C)C2CCS(=O)(=O)C2)cc1 (configuration not stated)
15: Cc1nnc(NC(=O)c2ccc(S(=O)(=O)N3CCc4ccccc4C3)cc2)o1
assay / entry	11	12	13	14	15
IDE cell inh	-3	-3	nt	-2	-2
CRFBP-R2 agonist	0.1	-0.6	nt	0.3	-2.2
CHRM4 agonist	0	13	10	3	1
CRFR2-BP antag	6	-5	nt	-3	2
CHRM5 PAM	1	-5	0	-6	7
M5 ag	-8	3	3	0	-1
CHRM4 PAM	-5	-9	-13	4	1
M4 antag	6	9	-1	3	-3
M5 antag	-1	6	-4	13	2

# For convenience, part of the list above.
3: CC(=O)Nc1ccc(S(=O)(=O)N(C)CC(=O)N/N=C/c2cccc(O)c2)cc1
4: COc1ccccc1N1CCN(/N=C\C(Br)=C\c2ccccc2)CC1
5: CCOc1ccc(-c2cc(CCCC(=O)NCc3ccco3)no2)cc1
6: O=C(OCC(=O)N1CCN(c2ccccc2)CC1)c1ccc2ncsc2c1
7: Cc1cc(Br)ccc1NC(=O)CN(C)C(=O)CNC(=O)Cc1ccccc1
8: CC(=O)c1cc(C#N)c(SCC(=O)C(C)(C)C)nc1C
9: C=C(C)C1CC=C(CN2CCC(C(=O)OCC)CC2)CC1 (configuration not stated)
assay / entry	3	4	5	6	7	8	9
IDE cell inh	-12	3	0	-2	-2	6	-1
CRFBP-R2 agonist	-0.8	-0.3	-7.2	-0.7	-1.3	3.8	5.5
CHRM4 agonist	1	13	6	3	0	1	2
CRFR2-BP antag	9	-4	27	11	30	2	9
CHRM5 PAM	-3	-7	-7	3	1	2	-11
M5 ag	0	-2	1	0	0	-2	-10
CHRM4 PAM	-4	3	-6	6	6	-12	-13
M4 antag	10	-10	-1	-5	-5	-6	7
M5 antag	10	7	-3	-11	0	-7	5

10: CCC(=O)N1c2ccc(S(=O)(=O)CCC(=O)Nc3nccs3)cc2CC1C (configuration not stated)
11: O=C1CSC(c2cccc([N+](=O)[O-])c2)N1CCN1CCCCC1 (configuration not stated)
12: COCCOC(=O)c1[nH]c2c(c1C)C(=O)CC(c1ccc(OC)cc1)C2 (configuration not stated)
assay / entry	10	11	12
IDE cell inh	1	-3	-3
CRFBP-R2 agonist	-0.4	0.1	-0.6
CHRM4 agonist	0	0	13
CRFR2-BP antag	-19	6	-5
CHRM5 PAM	14	1	-5
M5 ag	-1	-8	3
CHRM4 PAM	-1	-5	-9
M4 antag	-5	6	9
M5 antag	-8	-1	6

# The listing picks up; the 2 compounds before the break are reprinted first.
14: C=CCOc1ccc(/C=C/C(=O)OCC(=O)N(C)C2CCS(=O)(=O)C2)cc1 (configuration not stated)
15: Cc1nnc(NC(=O)c2ccc(S(=O)(=O)N3CCc4ccccc4C3)cc2)o1
16: C/C(=N\NC(=O)c1cccc(F)c1)c1ccc(NC(=O)Cc2ccccc2)cc1
17: COC(=O)CCC(NS(=O)(=O)OCC(Cl)(Cl)Cl)c1ccccc1 (configuration not stated)
18: COc1ccccc1C(=O)NCC(=O)OCC(=O)N1CC(C)OC(C)C1 (configuration not stated)
19: COc1ccc(CCN(C)C2CCCN(C(=O)c3sccc3C)C2)cc1OC (configuration not stated)
20: CC(C)C(=O)Nc1ccc(C(=O)NNC(=S)NC(=O)c2ccco2)cc1
assay / entry	14	15	16	17	18	19	20
IDE cell inh	-2	-2	nt	-1	nt	2	4
CRFBP-R2 agonist	0.3	-2.2	-1.6	-2.2	-0.8	-3.5	-0.3
CHRM4 agonist	3	1	3	1	1	1	0
CRFR2-BP antag	-3	2	-3	-1	1	20	5
CHRM5 PAM	-6	7	-6	5	1	0	4
M5 ag	0	-1	-4	-2	3	-6	-3
CHRM4 PAM	4	1	-5	-2	8	3	2
M4 antag	3	-3	-5	-3	15	-2	-4
M5 antag	13	2	11	-1	-2	2	1

21: CCc1n[nH]c(=O)c2cc3cc(OC)ccc3n12
22: O=C(CSc1ccccc1F)NCC(c1cccs1)N1CCOCC1 (configuration not stated)
23: COc1ccc(Nc2nnc(-c3ccc(N4CCOCC4)c([N+](=O)[O-])c3)c3ccccc23)cc1
24: COc1ccc(CCNC(=O)c2cccc([N+](=O)[O-])c2)cc1OC
25: Cc1cc(OC(=O)c2cccc([N+](=O)[O-])c2)c(C)cc1CN1CCOCC1
assay / entry	21	22	23	24	25
IDE cell inh	-3	-2	nt	8	-2
CRFBP-R2 agonist	0.8	-0.3	-2.1	0.7	-2.1
CHRM4 agonist	2	3	13	3	10
CRFR2-BP antag	-5	7	3	28	20
CHRM5 PAM	-8	1	-8	4	2
M5 ag	-3	5	5	4	7
CHRM4 PAM	0	15	-7	11	-8
M4 antag	-12	8	7	-10	-14
M5 antag	14	4	-3	4	-6

26: Cc1ccc(S(=O)(=O)Nc2cccc(-n3cnnn3)c2)cc1C
27: C/C(=C/c1ccccc1)C(=O)N1CC(C)OC(C)C1 (configuration not stated)
28: CCOc1ccc(-c2csc(NC(=O)CSCC(=O)O)n2)c2ccccc12
29: C=CCNC(=O)c1ccc(OC)cc1OC
30: Cc1cc(N2CCN(c3cccc(C(F)(F)F)c3)CC2)n2ncnc2n1
assay / entry	26	27	28	29	30
IDE cell inh	1	-1	1	8	1
CRFBP-R2 agonist	-0.6	0.3	-2.3	-1.9	-1.5
CHRM4 agonist	0	1	-1	-1	5
CRFR2-BP antag	-1	-1	4	8	-14
CHRM5 PAM	-11	-1	9	4	2
M5 ag	1	2	2	-5	5
CHRM4 PAM	-5	-2	13	0	4
M4 antag	-4	6	9	-1	-3
M5 antag	15	-2	1	-1	-1

31: Cc1ccc(C(=O)CSc2nc3ccccc3o2)cc1
32: O=C(O)CC(NC(=O)C12CC3CC(CC(C3)C1)C2)c1ccc2c(c1)OCO2 (configuration not stated)
33: CCCCOC(=O)Cn1c(=O)n(CC(=O)OCCCC)c2cc(C)ccc21
34: COc1ccc(CC(=O)NC(C)c2nnc(SCC(=O)c3ccc(Br)cc3)n2C)cc1 (configuration not stated)
35: Cc1ccc(C)c(N2CCN(Cc3nnnn3C3CCCCC3)CC2)c1
assay / entry	31	32	33	34	35
IDE cell inh	-2	-2	1	4	3
CRFBP-R2 agonist	-1.0	6.9	-0.2	1.7	1.1
CHRM4 agonist	0	2	0	3	0
CRFR2-BP antag	1	7	5	28	1
CHRM5 PAM	-2	17	8	-1	0
M5 ag	-1	-2	-6	2	-2
CHRM4 PAM	8	8	3	-3	9
M4 antag	-5	-5	-11	-6	1
M5 antag	-2	-9	-4	5	-3

36: COc1ccc(C(=O)NCC(=O)N/N=C/c2cn(C)c3ccccc23)cc1OC
37: CCOC(=O)C1(C)CCN1C(=O)c1cc(-c2ccc(Cl)cc2)oc1C (configuration not stated)
38: COCc1c(C(=O)OCC(=O)NCc2ccco2)oc2ccccc12
39: CC(=O)Nc1ccc(S(=O)(=O)NCCC(=O)OCc2ccc([N+](=O)[O-])cc2)cc1
40: Cc1cc(C)c(NC(=O)CNC(=O)COC(=O)/C=C/c2cccs2)c(C)c1
assay / entry	36	37	38	39	40
IDE cell inh	nt	nt	-2	1	9
CRFBP-R2 agonist	-0.6	nt	-0.4	-1.2	-3.7
CHRM4 agonist	1	3	1	8	1
CRFR2-BP antag	13	nt	7	5	31
CHRM5 PAM	3	4	-3	-7	-1
M5 ag	-2	-1	-3	0	2
CHRM4 PAM	1	1	-4	-5	1
M4 antag	4	-18	8	0	2
M5 antag	3	1	11	4	3

41: O=C(O)c1ccccc1-c1ccccc1C(=O)Nc1nc2ccccc2s1
42: O=C(CCn1cnc2ncccc2c1=O)N1CCN(c2cccc(Cl)c2)CC1
43: C/C(N)=C(/C#N)C(=O)COC(=O)c1cccc(C)c1O
44: CCn1c(COc2ccc(C)cc2)nnc1SCC(=O)Nc1cc(OC)ccc1OC
45: CCCCOc1ccc(CN(CCO)CCO)cc1[N+](=O)[O-]
46: O=C(Nc1nnc(-c2ccc(Cl)cc2)o1)c1ccc(N2C(=O)CCC2=O)cc1
assay / entry	41	42	43	44	45	46
IDE cell inh	0	6	-9	6	0	-3
CRFBP-R2 agonist	-0.8	1.2	0.4	1.0	-2.1	-3.2
CHRM4 agonist	0	3	2	2	2	1
CRFR2-BP antag	2	7	4	8	2	0
CHRM5 PAM	12	-1	-5	-7	6	5
M5 ag	-2	2	-3	-4	-1	1
CHRM4 PAM	-6	-10	4	8	6	3
M4 antag	-9	2	-1	-2	-2	-6
M5 antag	-7	6	6	-2	-2	-12
